# TexasRed fluor – Total Fluorescence Counterscreen for Inhibitors of the Interaction of Thyroid Hormone Receptor and Steroid Receptor Coregulator 2 | 0.29% of 280,000 active | Potency, µM (doses to about 106 µM), inactives show top-dose fluorescence change, negative = quenching | TRb/SRC2 Texas Red total fluorescence interference | AID 1479, 2009; active = well fitted curve in either direction with a large enough effect; inconclusive = small, poorly fitted or top-dose-only effect
#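 Human TRβ ligand-binding domain (0.6 uM) and Texas Red SRC2 peptide (20 nM) in Tris buffer with 1 uM T3 and 5% DMSO were incubated with pinned compound for 5 hr at ambient temperature. Total fluorescence was computed as S + 2P (555/632 nm).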
# Tau FP inhib – qHTS for Inhibitors of Tau Fibril Formation, Fluorescence Polarization. AID 1468, 2008. Potency, µM (titrated, usually from 57.7 µM), for the others: top-dose activity, negative = inhibition, most hits filed as inhibitors. 0.39% of 280,000 active. K18 P301L tau heparin fibrillization, Alexa594 FP, 6 h; also: nearly all actives have a fitted effect of over 55% in size
# Target sequence (P10636 561-689 P618L limits assumed): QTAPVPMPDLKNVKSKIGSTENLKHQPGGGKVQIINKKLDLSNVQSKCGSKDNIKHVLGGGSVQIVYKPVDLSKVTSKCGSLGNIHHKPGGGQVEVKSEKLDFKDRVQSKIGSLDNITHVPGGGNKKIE
#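 FP of Alexa 594-tau after heparin (20 uM) induction. Substrate: human K18 P301L, 15 uM unlabeled, 0.24 uM labeled. Buffer 100 mM sodium acetate pH 7. 6 hr, 37 C.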
# Tau fluor counter – Counterscreen qHTS for Inhibitors of Tau Fibril Formation, Fluorescence Polarization | tau K18 P301L Alexa594 fluorescence, heparin fibrillization | Potency, µM (series often up to 57.7 µM), for the others: at the highest dose activity change, negative = decrease | 0.93% of 280,000 active; also: nearly all actives have a fitted effect of over 55% in size
#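 Human tau K18 P301L (15 uM unlabeled, 0.24 uM Alexa 594-labeled) in 100 mM sodium acetate pH 7 with 20 uM heparin, 6 hr at 37 C. ThT 30 uM added, 1 hr ambient; Alexa 594 FP and total fluorescence read at 555/632 nm.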
# ALDH1A1 inh – qHTS Assay for Inhibitors of Aldehyde Dehydrogenase 1 (ALDH1A1) | AID 1030, 2008 | Purified ALDH1A1, NADH fluorescence, propionaldehyde substrate | Potency, µM (highest dose often 75.3 µM), without a hit: top-dose activity, negative = inhibition, most hits filed as inhibitors | Aldehyde dehydrogenase 1A1 (Homo sapiens), P00352 | 7.3% of 220,000 active; active = well fitted inhibition curve with a large enough effect, not every such curve was filed as active; inconclusive = small, poorly fitted or top-dose-only effect, or another doubt; inactive = no such curve, though single readings can be large or run the other way;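 also: plate controls were no enzyme wells and a reference inhibitor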
# aGal spleen mod – qHTS Assay for Inhibitors and Activators of Human alpha-Galactosidase From Spleen Homogenate | Alpha-galactosidase A (Homo sapiens), P06280 | human spleen homogenate, 4MU-alpha-Gal fluorescence, 40 min | Potency, µM (titrated, usually from 80 µM), inactives show at the highest dose activity change, negative = inhibition, usual class: inhibitors | 0.008% of 240,000 active | AID 2107, 2009;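 also: 0% = enzyme with vehicle and -100% = no enzyme basal signal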
#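 Human spleen homogenate (1 ug) was the enzyme source, with 4-methylumbelliferyl-alpha-D-galactopyranoside (1 mM final) in pH 5.0 citrate buffer with 0.01% Tween-20. Compounds were titrated; after 40 min at 37C, NaOH/glycine stop, 4-MU fluorescence read; AC50 from Hill fits.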
# L3MBTL1 block – qHTS Assay for the Inhibitors of L3MBTL1 | AlphaScreen L3MBTL1–H3K9me1 peptide binding | Potency, µM (top dose mostly 57.1 µM), for the others: at the highest dose activity, negative = inhibition, usual class: inhibitors | Lethal(3)malignant brain tumor-like protein 1 (Homo sapiens), Q9Y468 | 0.66% of 230,000 active; also: nearly all actives have a fitted effect of over 60% in size
# Target sequence (Q9Y468 whole entry, looked up): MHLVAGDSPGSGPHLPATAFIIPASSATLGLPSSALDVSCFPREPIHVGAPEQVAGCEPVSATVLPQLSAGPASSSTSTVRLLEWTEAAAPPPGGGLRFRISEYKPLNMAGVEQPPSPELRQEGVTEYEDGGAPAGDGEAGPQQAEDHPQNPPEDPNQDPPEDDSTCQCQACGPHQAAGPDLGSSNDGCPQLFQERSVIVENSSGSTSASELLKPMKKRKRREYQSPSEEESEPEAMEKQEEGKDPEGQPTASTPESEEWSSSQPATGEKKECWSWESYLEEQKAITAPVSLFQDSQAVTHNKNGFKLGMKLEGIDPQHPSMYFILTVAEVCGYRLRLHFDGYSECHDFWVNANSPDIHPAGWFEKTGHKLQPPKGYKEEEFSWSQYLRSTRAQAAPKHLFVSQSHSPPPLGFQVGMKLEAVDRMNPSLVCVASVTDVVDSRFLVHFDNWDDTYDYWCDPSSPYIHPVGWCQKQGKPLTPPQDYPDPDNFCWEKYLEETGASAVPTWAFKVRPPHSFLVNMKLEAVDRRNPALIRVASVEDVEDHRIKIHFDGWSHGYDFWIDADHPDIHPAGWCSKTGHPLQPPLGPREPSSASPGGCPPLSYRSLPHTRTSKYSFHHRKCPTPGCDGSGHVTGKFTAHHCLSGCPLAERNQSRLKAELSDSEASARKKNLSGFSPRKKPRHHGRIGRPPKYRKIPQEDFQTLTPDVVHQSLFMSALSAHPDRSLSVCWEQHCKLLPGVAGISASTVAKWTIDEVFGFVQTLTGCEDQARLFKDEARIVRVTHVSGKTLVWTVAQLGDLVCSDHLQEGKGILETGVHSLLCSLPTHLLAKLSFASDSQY
#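 Read-out is AlphaScreen signal from streptavidin donor and nickel chelate acceptor beads (10 ug/mL final each) bridging L3MBTL1 (50 nM) and biotinylated K9-monomethylated H3(1-15) peptide (75 nM), after 30 min compound exposure at room temperature.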
# Tau fibril ThT – qHTS for Inhibitors of Tau Fibril Formation, Thioflavin T Binding. Potency, µM (top dose mostly 57.4 µM), without a hit: at the top dose activity, negative = inhibition, hits mostly inhibitors. 2.1% of 270,000 active. recombinant tau K18 P301L (four-repeat tau fragment), heparin-induced fibrillization, ThT fluorescence. Microtubule-associated protein tau (Homo sapiens), P10636. AID 1460, 2008; also: nearly all actives have a fitted effect of over 55% in size
#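 Aggregation was driven by heparin (20 uM final) acting on recombinant tau […] bearing P301L in 100 mM sodium acetate pH 7; fibrils were detected with Thioflavin T.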
# TRb SRC2 PPI – qHTS for Inhibitors of the Interaction of Thyroid Hormone Receptor and Steroid Receptor Coregulator 2; Potency, µM (series often up to 106 µM), without a hit: top-dose activity change, negative = inhibition, most hits filed as inhibitors; Thyroid hormone receptor beta (Homo sapiens), P10828; TRbeta-SRC2 peptide binding, fluorescence polarization; receptor liganded with 1 µM T3; 0.065% of 280,000 active;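 also: plate controls were bound peptide for no effect and peptide without receptor for full effect; nearly all actives have a fitted effect of over 50% in size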
#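 Compounds were added to 0.6 uM TRb ligand-binding domain and 20 nM Texas Red-labeled SRC2 peptide in Tris buffer containing 1 uM T3, incubated 5 hr at ambient temperature, then read by fluorescence polarization.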
# Starred values were filed as active, the others as inactive; ? = inconclusive; nt = not tested or not shown; [ ] = another dose, or the depositor's remark. Unless noted, calls follow the shape of the dose curve; as a rule, active = well fitted curve in the direction sought with a large enough effect; inconclusive = small, poorly fitted or top-dose-only effect, or another doubt; inactive = no such curve, though single readings can be large; an effect the other way counts as inactive or inconclusive. Unless noted, % is scaled to controls: 0 for no effect and ±100 for the full control effect; potency is read from the fitted curve at half-maximal effect.
SMILES,TexasRed fluor,Tau FP inhib,Tau fluor counter,ALDH1A1 inh,aGal spleen mod,L3MBTL1 block,Tau fibril ThT,TRb SRC2 PPI
COCCNC(=O)COC(=O)c1nsc(Cl)c1Cl,0%,3%,0%,?,-10%,-2%,-3%,1%
CCN(c1cccc(C)c1)C(C(=O)Nc1ccc(OC)cc1)c1cc2c(cc1[N+](=O)[O-])OCO2 (stereo not given),1%,?,?,?,0%,-19%,?,-1%
CCc1ccc2c(CN3CCc4ccccc43)cc(=O)oc2c1,2%,7%,-18%,?,-16%,-8%,?,-12%
Cc1ccc(NCc2nnc(SCC(=O)NNC(=O)Cc3ccccc3)n2C)cc1,0%,-1%,-6%,nt,5%,nt,-2%,2%
CCOc1cccc(CNCCSc2nnnn2C)c1,1%[53 µM],-5%,-3%,0%,-11%,54%[activator],5%,-9%[53 µM]
CCOC(=O)c1sc(C)c(C(=O)NCC(C)(C)CN(C)C)c1N,1%,4%,7%,?,-3%,5%,-3%,-12%
COc1ccc(NC(=O)c2cc3c(C)nn(-c4ccccc4)c3s2)c(OC)c1,-1%,-13%,-28%,nt,nt,nt,-11%,6%
COc1ccc2cnn(-c3ccc(OC(F)(F)F)cc3)c(=O)c2c1OC,-2%,-1%,0%,25%,-12%,1%,-6%,-1%
Cc1ccc(-c2nc(S(=O)(=O)c3ccccc3)c(SCC(=O)NC3CCCCC3)o2)cc1,-1%,-5%,-25%,nt,nt,nt,-10%,5%
O=C1OC(N2CCN(C(=O)C3CCCO3)CC2)c2ccccc21 (stereo not given),-2%,-7%,-4%,1%,21%,15%,-2%,-12%
O=C(O)Cc1cc(I)c(Oc2cc(I)c(O)c(I)c2)c(I)c1,-1%,-4%,-6%,-6%,-2%,nt,-9%,-8%
Cn1c(=O)c(=O)n(C)c2cc(S(=O)(=O)CCC(=O)N3CCOCC3)ccc21,-2%,-1%,-1%,?,-10%,41%[activator],1%,11%
COC(=O)CCC(=O)NNC(=O)c1ccc([N+](=O)[O-])cc1,-2%,-5%,-12%,0%,-3%,nt,?,3%
CCc1nnc(NC(=O)C2=CCN(S(=O)(=O)c3ccccc3)CC2)s1,-1%,-4%,-17%,nt,-5%,4%,-2%,4%
CCOC(=O)c1ccc(NC(=O)NCCc2ccccc2OC)cc1,-2%,2%,7%,?,-6%,-9%,8%,2%
O=C(CCN1C(=O)c2ccccc2C1=O)C1=NN[C@@H]2C(=O)N(c3cccc(F)c3)C(=O)[C@H]12,1%,-2%,-8%,-6%,-2%,12%,-9%,7%
CC1CCc2sc(-c3n[nH]c(=S)o3)cc2C1 (stereo not given),-2%,7%,-8%,?,0%,-16%,-17%,-1%
CCCCOC(=O)Nc1nnc(/C=C/c2ccc(OC)cc2)s1,0%,-1%,2%,?,5%,8%,-4%,-8%
CN1CCCC1CCNC1C2CC3CC(C2)CC1C3 (stereo not given),-1%,-3%,3%,19%,3%,3%,6%,2%
COC(=O)c1sccc1NC(=O)CSc1nnnn1-c1ccccc1F,1%,8%,-22%,14µM*,-10%,nt,-6%,-4%
Cc1nn(CC(=O)NC(C)c2ccccc2)c(=O)c2ccccc12 (stereo not given),0%,-3%,-8%,5%,-9%,nt,-8%,-3%
CC1CC(Nc2cccc(O)c2)=CC(=O)O1 (stereo not given),-1%,-2%,-7%,-1%,2%,nt,-13%,8%
CNC(=O)CNC(=O)Nc1ccc(Cl)c(Cl)c1,-4%,-3%,-1%,?,5%,4%,-1%,-6%
O=S(=O)(c1ccc(Cl)s1)N1CCN(c2ncccn2)CC1,-2%,-5%,-14%,6%,0%,11%[11.4 µM],-11%,0%
COc1ccc(CCn2c3c(c(=O)[nH]c2=O)C(NC(=O)c2ccccc2)(C(F)(F)F)C(=O)N3)cc1OC (stereo not given),1%,-3%,-4%,nt,nt,nt,-4%,-5%

# The last 4 entries of the section above open the next one.
SMILES,TexasRed fluor,Tau FP inhib,Tau fluor counter,ALDH1A1 inh,aGal spleen mod,L3MBTL1 block,Tau fibril ThT,TRb SRC2 PPI
CC1CC(Nc2cccc(O)c2)=CC(=O)O1 (stereo not given),-1%,-2%,-7%,-1%,2%,nt,-13%,8%
CNC(=O)CNC(=O)Nc1ccc(Cl)c(Cl)c1,-4%,-3%,-1%,?,5%,4%,-1%,-6%
O=S(=O)(c1ccc(Cl)s1)N1CCN(c2ncccn2)CC1,-2%,-5%,-14%,6%,0%,11%[11.4 µM],-11%,0%
COc1ccc(CCn2c3c(c(=O)[nH]c2=O)C(NC(=O)c2ccccc2)(C(F)(F)F)C(=O)N3)cc1OC (stereo not given),1%,-3%,-4%,nt,nt,nt,-4%,-5%
O=C(Nc1ccccc1C(=O)NCc1ccccc1)c1ccco1,2%,-8%,-15%,-1%,0%,6%,-14%,2%
CCCCN(C)S(=O)(=O)c1ccc(NC2=NS(=O)(=O)c3ccccc32)cc1,2%,?,-19%,nt,nt,nt,2%,-7%
O=C(CSc1nnc(-c2ccccc2)o1)N1CCN(c2ccccc2)CC1,1%,-2%,2%,-16%,-5%,8%,-2%,-13%
N=C1/C(=C/c2cccn2-c2ccc([N+](=O)[O-])cc2)C(=O)N=C2SC=CN12,8%,6%,-1%,?,1%,-28%,-4%,8%
O=C1c2cccc3cccc(c23)C(=O)N1Cc1cccnc1,0%,-3%,-2%,nt,3%,2%,4%,-2%
Cc1ccc(Cl)cc1-n1ncc2c(NCc3ccc(F)cc3)ncnc21,-2%,-16%,-28%,nt,nt,nt,-1%,6%
COc1ccc2[nH]c(=O)c(CNC3CCCCC3)cc2c1,-3%,-9%,8%,?,15%,6%,-16%,-1%
CC(=O)Oc1cc(C(F)(F)F)ccc1C(=O)O,0%[53 µM],nt,nt,?,9%[29.1 µM],nt,nt,5%[53 µM]
CC1CN(Cc2nc3ccccc3c(=O)[nH]2)CC(C)O1 (stereo not given),1%,0%,5%,11%,0%,13%,2%,0%
O=C(Nc1cccc(F)c1)/C(=C\c1ccco1)NC(=O)c1cccs1,0%,-2%,-5%,-1%,-4%,0%,-7%,-14%
COc1ccc(-c2ccc(C(=S)N3CCN(C(C)=O)CC3)o2)cc1,1%,?,-28%,11µM*,-11%,-2%,28µM*,-4%
Cc1cc(=O)[nH]c(N/N=C/c2c(C)nn(-c3ccccc3Cl)c2Cl)n1,-2%,4%,2%,5µM*,-9%,1%,-7%,-4%
COc1ccc(-c2noc(CC(=O)Nc3ccc(Br)cc3C)n2)cc1,0%,-21%,4%,nt,nt,nt,4%,-5%
Cc1ccc(SCC(=O)Nc2ccccc2C(=O)N2CCOCC2)cc1,-1%,5%,9%,?,-11%,-7%,9%,-5%
CN1CCOc2cc(S(=O)(=O)Nc3ccc(F)cc3)ccc21,2%,2%,-19%,?,-11%,-1%,-6%,-4%
COc1ccc(C(=O)Nc2ccc(S(=O)(=O)N3CCCCC3)cc2)cc1OC,0%,-8%,?,-14%,4%,-1%[11.4 µM],6%,-7%
COc1ccc(/C=C/C(=O)C2CC2)cc1COc1c(C)cccc1C,-1%,1%,-14%,?,-2%,nt,?,1%
COc1ccc(-c2csc(C3=C(O)CN(Cc4ccc(S(N)(=O)=O)cc4)C3=N)n2)cc1OC,-6%,11%,-10%,9%,-16%,2%,?,7%
Cc1sc2c(c1C)c(=O)n(-c1cccc(C(F)(F)F)c1)c(=O)n2Cc1ccccc1C#N,10%,-9%,5%,nt,nt,nt,12%,8%
Cc1cccc2cc(CN(Cc3cccnc3)C(=S)NCCCN(C)C)c(=O)[nH]c12,2%,-12%[2.34 µM],-6%[2.34 µM],-7%,1%,-24%,-8%,-2%
COc1ccc(-c2cc3nc(C)n(N)c(=O)c3s2)cc1,-1%,1%,-7%,nt,5%,nt,nt,-5%
C[C@@H]1CN(Cc2nc(Cc3ccccc3F)no2)C[C@H](C)O1,10%,-5%[2.34 µM],-2%[2.34 µM],-13%,4%,-4%,-3%,-4%
CC(O)CNCCNCc1c(OCc2ccccc2)ccc2ccccc12 (stereo not given),-6%,5%,5%,28µM*,19%,-21%,12%,-2%
COc1ccc(NC(=O)CN(C)S(=O)(=O)c2ccc3c(c2)CCCN3C(C)=O)cc1,0%,3%,0%,nt,nt,nt,-1%,-3%
CC(C)c1nnc(NC(=O)CCC(=O)NC2CCCc3ccccc32)s1 (stereo not given),-10%,9%,-1%,1%,-7%,0%,-4%,0%
# More compounds
SMILES,TexasRed fluor,Tau FP inhib,Tau fluor counter,ALDH1A1 inh,aGal spleen mod,L3MBTL1 block,Tau fibril ThT,TRb SRC2 PPI
O=c1[nH]c2cc(Cl)cc(Cl)c2[nH]c1=O,0%,2%,-6%,?,5%,-4%,-16%,-1%
Cc1ccc(-c2cn(S(=O)(=O)c3ccc(C)cc3)nc2N)cc1,-4%,-13%,-20%,5%,-3%,nt,7%,-1%
Cc1oc2ncn(C)c(=O)c2c1C(=O)N(Cc1ccccc1)C(C)C,3%,-3%,1%,nt,nt,nt,2%,0%
Cc1nnc(SC(C)C(=O)Nc2ccc(S(=O)(=O)NC3CCCCC3)cc2)s1 (stereo not given),-1%,2%,-5%,-8%,-17%,6%,2%,-16%
COc1ccc(C2NN=C(c3ccc(C)cc3)S2)cc1OC (stereo not given),-1%,-6%,-13%,?,0%,nt,?,-1%
Cc1ccc(Cc2c(C)nn(-c3nc(C)c(C(=O)N4CCCCC4C)s3)c2C)cc1 (stereo not given),-7%,14%,-2%,nt,nt,nt,-9%,3%
O=C(NCC1CC1)C1CCCN(S(=O)(=O)c2ccc(-n3cnnn3)cc2)C1 (stereo not given),2%,9%,1%,7%,2%,nt,-3%,1%

# Screens deposited in PubChem by National Center for Advancing Translational Sciences (NCATS).
